VHR inh abs = DUSP3 (human) phosphatase inhibition; recombinant VHR phosphatase, pNPP absorbance; inhibition, % at 13.3 µM; 0.52% of 290,000 active; P51452; in the data active = inhibition above about 50%; also: some compounds called inactive have numbers as strong as hits
Target sequence (P51452 whole entry, looked up): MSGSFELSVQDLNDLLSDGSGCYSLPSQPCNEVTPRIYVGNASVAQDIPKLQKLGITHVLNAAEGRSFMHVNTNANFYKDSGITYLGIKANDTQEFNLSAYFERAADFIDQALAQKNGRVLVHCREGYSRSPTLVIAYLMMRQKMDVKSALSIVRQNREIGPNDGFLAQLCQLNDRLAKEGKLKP
Mtb FBA inh = inhibitors of M. tuberculosis fructose-bisphosphate aldolase; P9WQA3; purified M. tuberculosis FBA, fluorescence read-out; inhibition, % at 1 µM; 2.3% of 360,000 active; AID 588726; in the data active = inhibition above about 27%;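 also: 0% = vehicle and 100% = reference inhibitor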
Target sequence (P9WQA3 whole entry, looked up): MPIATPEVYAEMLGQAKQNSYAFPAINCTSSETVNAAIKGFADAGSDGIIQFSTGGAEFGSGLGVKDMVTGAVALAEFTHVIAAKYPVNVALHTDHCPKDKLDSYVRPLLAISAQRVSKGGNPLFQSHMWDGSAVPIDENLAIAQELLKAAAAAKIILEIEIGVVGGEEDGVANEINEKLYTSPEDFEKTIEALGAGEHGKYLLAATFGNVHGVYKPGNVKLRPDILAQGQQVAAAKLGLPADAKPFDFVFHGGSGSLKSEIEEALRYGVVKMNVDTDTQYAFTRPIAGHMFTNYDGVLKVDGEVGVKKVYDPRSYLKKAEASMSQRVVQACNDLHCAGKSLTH
Rv3671c protease = inhibitors of M. tuberculosis serine protease Rv3671c. P9WHR9. inhibition, % at 5.96 µM. 0.048% of 320,000 active. AID 2606; in the data active = inhibition above about 38%;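 also: extracellular domain of Rv3671c used as enzyme; 0% = enzyme with DMSO and 100% = no enzyme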
Target sequence (P9WHR9 whole entry, looked up, the tested form may be a part): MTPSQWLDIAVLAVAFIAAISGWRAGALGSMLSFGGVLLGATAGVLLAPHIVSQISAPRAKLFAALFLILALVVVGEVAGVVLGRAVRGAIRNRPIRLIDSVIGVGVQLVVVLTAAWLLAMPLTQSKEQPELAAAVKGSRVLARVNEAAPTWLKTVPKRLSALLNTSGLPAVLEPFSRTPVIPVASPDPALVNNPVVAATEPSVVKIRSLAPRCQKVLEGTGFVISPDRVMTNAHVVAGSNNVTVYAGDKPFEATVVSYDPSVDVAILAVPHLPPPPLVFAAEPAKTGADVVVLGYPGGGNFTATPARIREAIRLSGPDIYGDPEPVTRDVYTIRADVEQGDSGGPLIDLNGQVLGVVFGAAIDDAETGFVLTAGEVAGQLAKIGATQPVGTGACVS
Mtb UGM inh = inhibitors of M. tuberculosis UDP-galactopyranose mutase; P9WIQ1; purified UGM, fluorescence polarization probe displacement; inhibition, % at 10 µM; 0.06% of 320,000 active; AID 504406; in the data active = inhibition above about 10%, passing the limit was not always enough
SARS 3CLpro inh = SARS-CoV 3CLpro protease inhibition | P0C6X7 | recombinant SARS-CoV 3CLpro, quenched FRET peptide cleavage | inhibition, % at 6 µM | 0.14% of 290,000 active; in the data active = inhibition above about 12%
Vc quorum ag = inducers of Vibrio cholerae quorum light production without autoinducers; V. cholerae BH1578 lux reporter, luminescence, 6 h; activation, % at 18.7 µM; 0.16% of 350,000 active; AID 588436; in the data active = activation mostly above about 9.7%, no sharp cut-off; also: not every result past the cut was called active; inactives centre near 0; reference of the scale not given here
MazF activator = activators of E. coli MazEF toxin-antitoxin RNase. P0AE70. FAM/BHQ RNA-DNA oligo cleavage fluorescence, 5 h. activation, % at 20 µM. 0.32% of 350,000 active. AID 504720; in the data active = activation above about 50%
Target sequence (P0AE70 whole entry, looked up): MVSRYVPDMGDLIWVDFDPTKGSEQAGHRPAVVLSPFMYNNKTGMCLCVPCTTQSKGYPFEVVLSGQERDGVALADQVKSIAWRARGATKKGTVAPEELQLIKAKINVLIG
Mtb BioA inh = inhibitors of Mycobacterium tuberculosis BioA enzyme | purified M. tuberculosis BioA enzyme, plate reader | inhibition, % at 9.99 µM | 0.096% of 360,000 active | AID 602481; in the data active = inhibition above about 40%
PriA SSB inh = K. pneumoniae PriA-SSBct interaction inhibition; inhibition, % at 33 µM; 0.6% of 430,000 active; AlphaScreen SSBct-PriA binding, biotinylated peptide; in the data active = inhibition mostly above about 37%, no sharp cut-off; inactive = mostly below about 20%;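 also: plate controls were negative control peptide for no effect and reference peptide for full effect; strong numbers were not always called active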
GDH-TPI inh = counter-screen for M. tuberculosis FBA inhibitors: GDH-TPI coupled enzymes; GDH-TPI coupled enzyme counterscreen, NADH absorbance; inhibition, % at 4.8 µM; 1.2% of 360,000 active; AID 588335; in the data active = inhibition above about 30%;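 also: 0% = DMSO wells and 100% = wells lacking the enzyme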
The depositor's hits bear a star. An excerpt, so the mix of outcomes need not match the whole.

What do the screens show for `Cc1ccc(Nc2nnc(SCc3cc(=O)n4ccsc4n3)s2)c(C)c1`?
VHR inh abs: 4; Mtb FBA inh: 4; Rv3671c protease: -3; Mtb UGM inh: 2.2; SARS 3CLpro inh: -9; Vc quorum ag: 1.9; MazF activator: -2; Mtb BioA inh: 1.3; PriA SSB inh: -4; GDH-TPI inh: 11

Results for COc1ccc(/C(N)=N/OC(=O)c2ccc3c(c2)OCO3)cc1OC ?
VHR inh abs: 17; Mtb FBA inh: 0; Rv3671c protease: 1; Mtb UGM inh: 0.6; SARS 3CLpro inh: 2; Vc quorum ag: -4.2; MazF activator: 7; Mtb BioA inh: -0.1; GDH-TPI inh: 3

How did O=C(Nc1ccc(F)c(Cl)c1)c1ccc2sc([C@H]3C[C@H](O)[C@@H](CO)O3)nc2c1 do in these assays?
Mtb FBA inh: -1; Vc quorum ag: -0.7; Mtb BioA inh: 9.1; GDH-TPI inh: 3

Results for Cc1ccc(NC(=O)CNC(=O)c2ccco2)cc1Cl ?
VHR inh abs: 26; Mtb FBA inh: 4; Rv3671c protease: -5; Mtb UGM inh: -0.5; SARS 3CLpro inh: 2; Vc quorum ag: inactive; MazF activator: -18; Mtb BioA inh: -3.3; PriA SSB inh: -4; GDH-TPI inh: 1

Results for O=C(COC(=O)c1cc(S(=O)(=O)N2CCOCC2)ccc1F)NCc1ccc2c(c1)OCO2 ?
Mtb FBA inh: 1; Rv3671c protease: -4; Mtb UGM inh: 3.5; Vc quorum ag: 5.0; MazF activator: -4; Mtb BioA inh: -0.7; PriA SSB inh: -5; GDH-TPI inh: 7

How did CCC(C(=O)OCC(=O)N(C)c1c(N)n(Cc2ccccc2)c(=O)[nH]c1=O)c1ccccc1 (configuration not stated) do in these assays?
Mtb FBA inh: -2; Rv3671c protease: -3; Mtb UGM inh: -0.9; Vc quorum ag: -0.4; MazF activator: 7; Mtb BioA inh: 0.3; PriA SSB inh: -9; GDH-TPI inh: 10

Results for O=C(COc1ccc(S(=O)(=O)N2CCCCC2)cc1Cl)N1CCOCC1 ?
VHR inh abs: 12; Mtb FBA inh: 4; Rv3671c protease: -6; Mtb UGM inh: 2.1; SARS 3CLpro inh: 0; Vc quorum ag: -0.2; MazF activator: 5; Mtb BioA inh: -0.1; PriA SSB inh: -8; GDH-TPI inh: 3

How did Cc1cc(NS(C)(=O)=O)c(=O)n(Cc2cccc(F)c2)c1 do in these assays?
VHR inh abs: 5; Mtb FBA inh: 5; SARS 3CLpro inh: -2; Vc quorum ag: inactive; MazF activator: 6; Mtb BioA inh: -2.0; PriA SSB inh: -9; GDH-TPI inh: 6

Results for CN(C)S(=O)(=O)c1cccc(NC(=O)COC(=O)c2cccn2C)c1 ?
VHR inh abs: 26; Mtb FBA inh: -2; Rv3671c protease: 13; Mtb UGM inh: 1.4; SARS 3CLpro inh: 1; Vc quorum ag: inactive; MazF activator: 6; PriA SSB inh: 1; GDH-TPI inh: 1

How did Brc1ccccc1-c1nnc2sc(-c3ccc4c(c3)OCCO4)nn12 do in these assays?
VHR inh abs: -10; Mtb FBA inh: 13; Rv3671c protease: -8; Mtb UGM inh: -1.1; SARS 3CLpro inh: -8; Vc quorum ag: inactive; MazF activator: -7; PriA SSB inh: -8; GDH-TPI inh: 9

Results for Cc1ccc(N2CC(C(=O)NC3CC3)CC2=O)cc1Cl (configuration not stated) ?
VHR inh abs: 2; Mtb FBA inh: -1; Rv3671c protease: -5; Mtb UGM inh: 0.3; SARS 3CLpro inh: -1; Vc quorum ag: 2.2; MazF activator: -2; Mtb BioA inh: -0.5; PriA SSB inh: -10; GDH-TPI inh: 3

What do the screens show for `CCCCC(=O)Nc1ccc(NC(=S)NC(=O)CC(C)C)cc1OC`?
VHR inh abs: 5; Mtb FBA inh: 2; Rv3671c protease: -2; Mtb UGM inh: 0.3; SARS 3CLpro inh: 4; Vc quorum ag: -0.2; MazF activator: 5; PriA SSB inh: -1; GDH-TPI inh: -5

How did COc1cccc(-c2cnc(C(O)c3ccccc3)[nH]2)c1 (configuration not stated) do in these assays?
Mtb FBA inh: -4; Vc quorum ag: inactive; Mtb BioA inh: -0.2; GDH-TPI inh: 0

How did CNC(=O)/C(=C\c1cccc(Oc2ccccc2)c1)NC(=O)c1ccccc1 do in these assays?
VHR inh abs: 34; Mtb FBA inh: 5; Rv3671c protease: -12; Mtb UGM inh: 0.0; SARS 3CLpro inh: 2; Vc quorum ag: inactive; MazF activator: 7; PriA SSB inh: 3; GDH-TPI inh: 5

How did Cc1cc(OCCOCCN(C)C)ccc1Cl do in these assays?
VHR inh abs: 4; Mtb FBA inh: 0; Rv3671c protease: 5; Mtb UGM inh: -1.1; SARS 3CLpro inh: 4; Vc quorum ag: -0.1; MazF activator: 1; PriA SSB inh: 6; GDH-TPI inh: -11

What do the screens show for `CCCN=C1N(C)C[C@@H]2[C@@H]3C(=O)N(C)C(=O)[C@@H]3[C@](CC)(C(=O)OC)N12`?
Mtb FBA inh: 2; Vc quorum ag: inactive; MazF activator: 8; Mtb BioA inh: -0.3; PriA SSB inh: -4; GDH-TPI inh: -16

How did Cc1cccc(N2CCN(C(=O)CN(C)S(=O)(=O)c3ccc4c(c3)CCC(=O)N4)CC2)c1C do in these assays?
VHR inh abs: 25; Mtb FBA inh: -1; Rv3671c protease: -13; Mtb UGM inh: -1.5; SARS 3CLpro inh: 0; Vc quorum ag: -0.2; MazF activator: 9; Mtb BioA inh: -0.9; PriA SSB inh: 0; GDH-TPI inh: 7

What do the screens show for `O=[N+]([O-])c1nn(-c2ccc3c(c2)OCCO3)n(O)c1=NCc1ccc(F)cc1`?
VHR inh abs: 8; Mtb FBA inh: -9; Rv3671c protease: 7; Mtb UGM inh: -1.7; SARS 3CLpro inh: -3; Vc quorum ag: 0.1; MazF activator: 3; Mtb BioA inh: -0.7; PriA SSB inh: 32; GDH-TPI inh: 1

Results for FC(F)(F)c1ccc(/C=N/n2c(COc3ccccc3)n[nH]c2=S)cc1 ?
Mtb FBA inh: 0; Rv3671c protease: -4; Mtb UGM inh: 1.4; SARS 3CLpro inh: 6; Vc quorum ag: inactive; MazF activator: 5; Mtb BioA inh: 2.3; GDH-TPI inh: 1

Results for Cc1ccc(-n2c(Cc3noc4ccccc34)n[nH]c2=S)cc1 ?
VHR inh abs: -12; Mtb FBA inh: 0; Rv3671c protease: 3; Mtb UGM inh: 2.6; SARS 3CLpro inh: 7; Vc quorum ag: -0.2; MazF activator: 11; PriA SSB inh: 5; GDH-TPI inh: 11

Results for CS(=O)(=O)Nc1ccccc1C(=O)NCCSc1ccccc1 ?
VHR inh abs: -8; Mtb FBA inh: 24; Rv3671c protease: 4; Mtb UGM inh: 0.4; SARS 3CLpro inh: 5; Vc quorum ag: inactive; MazF activator: 4; Mtb BioA inh: -0.8; PriA SSB inh: -11; GDH-TPI inh: -2

What do the screens show for `CCC1(C)Cc2c(sc3c2c(=O)n(C)c2nnc(SCc4ccccc4)n32)CO1` (configuration not stated)?
VHR inh abs: -16; Mtb FBA inh: 2; Rv3671c protease: -4; Mtb UGM inh: 3.4; SARS 3CLpro inh: -3; Vc quorum ag: inactive; MazF activator: 10; PriA SSB inh: -5; GDH-TPI inh: -2

How did Cn1cnnc1SC(C(=O)Nc1ccc(F)cc1)c1ccccc1 (configuration not stated) do in these assays?
VHR inh abs: 33; Mtb FBA inh: -1; Rv3671c protease: 10; Mtb UGM inh: -1.3; SARS 3CLpro inh: 4; MazF activator: 12; Mtb BioA inh: -0.6; PriA SSB inh: -1; GDH-TPI inh: -5

Results for Cc1ccc(N=C(N(C)C)P(=O)(N(C)C)N(C)C)c(C)c1 ?
VHR inh abs: 34; Mtb FBA inh: -2; Rv3671c protease: -6; Mtb UGM inh: -0.8; SARS 3CLpro inh: 1; Vc quorum ag: -0.5; MazF activator: 10; PriA SSB inh: -17; GDH-TPI inh: -5

How did COc1ccc(CCNC(=O)c2cccc(S(=O)(=O)NC(C)c3ccccc3)c2)cc1 (configuration not stated) do in these assays?
Mtb FBA inh: 0; Rv3671c protease: -10; Mtb UGM inh: -0.8; Vc quorum ag: 2.7; MazF activator: 4; Mtb BioA inh: 1.3; PriA SSB inh: -10; GDH-TPI inh: -2

What do the screens show for `COc1ccc(OC)c(C(=O)NC2CCSc3ccccc32)c1` (configuration not stated)?
VHR inh abs: 12; Mtb FBA inh: 1; Rv3671c protease: 7; Mtb UGM inh: -2.2; SARS 3CLpro inh: -4; Vc quorum ag: -0.4; MazF activator: 0; Mtb BioA inh: 5.2; PriA SSB inh: 13; GDH-TPI inh: 6

How did Cc1nn(-c2ccc(Cl)cc2)c(=O)c2c(C)noc12 do in these assays?
VHR inh abs: 2; Mtb FBA inh: -6; Rv3671c protease: 8; Mtb UGM inh: 0.9; SARS 3CLpro inh: 2; Vc quorum ag: -0.6; MazF activator: 5; Mtb BioA inh: 0.3; PriA SSB inh: -14; GDH-TPI inh: 5

What do the screens show for `COc1ccc(NC(=O)N2CCCCC2c2cccnc2)cc1` (configuration not stated)?
VHR inh abs: -6; Mtb FBA inh: 0; Rv3671c protease: 5; Mtb UGM inh: 0.3; SARS 3CLpro inh: -2; Vc quorum ag: 4.3; MazF activator: 8; Mtb BioA inh: 0.5; PriA SSB inh: 10; GDH-TPI inh: 5

Results for Cc1ccc(Sc2sc(=O)n(C)c2S(=O)(=O)c2ccc(C)cc2)cc1 ?
VHR inh abs: -2; Mtb FBA inh: 0; Rv3671c protease: -3; Mtb UGM inh: 1.6; SARS 3CLpro inh: 3; Vc quorum ag: inactive; MazF activator: -4; PriA SSB inh: -2; GDH-TPI inh: 0

Results for CC1=CC(C)(C)NC(=S)N1c1ccc(N(C)C)cc1 ?
Mtb FBA inh: -3; Vc quorum ag: inactive; MazF activator: 9; Mtb BioA inh: -0.6; PriA SSB inh: 0; GDH-TPI inh: -1

Pulled by structure from the entries so far, 3 records:
How did Cn1cnnc1SC(C(=O)Nc1ccc(F)cc1)c1ccccc1 (configuration not stated) do in these assays?
VHR inh abs: 33; Mtb FBA inh: -1; Rv3671c protease: 10; Mtb UGM inh: -1.3; SARS 3CLpro inh: 4; MazF activator: 12; Mtb BioA inh: -0.6; PriA SSB inh: -1; GDH-TPI inh: -5

Results for CS(=O)(=O)Nc1ccccc1C(=O)NCCSc1ccccc1 ?
VHR inh abs: -8; Mtb FBA inh: 24; Rv3671c protease: 4; Mtb UGM inh: 0.4; SARS 3CLpro inh: 5; Vc quorum ag: inactive; MazF activator: 4; Mtb BioA inh: -0.8; PriA SSB inh: -11; GDH-TPI inh: -2

What do the screens show for `COc1ccc(OC)c(C(=O)NC2CCSc3ccccc32)c1` (configuration not stated)?
VHR inh abs: 12; Mtb FBA inh: 1; Rv3671c protease: 7; Mtb UGM inh: -2.2; SARS 3CLpro inh: -4; Vc quorum ag: -0.4; MazF activator: 0; Mtb BioA inh: 5.2; PriA SSB inh: 13; GDH-TPI inh: 6

Further records
How did O=C(CSc1nc2c(sc3ccccc32)c(=O)n1CCO)NCC1CCCO1 (configuration not stated) do in these assays?
VHR inh abs: -11; Mtb FBA inh: 2; Rv3671c protease: -6; Mtb UGM inh: -1.9; SARS 3CLpro inh: 1; Vc quorum ag: -0.6; MazF activator: 6; Mtb BioA inh: -1.4; PriA SSB inh: -2; GDH-TPI inh: 20

How did O=C(Nc1cccc(Cl)c1N1CCOCC1)c1ccc([N+](=O)[O-])o1 do in these assays?
VHR inh abs: 1; Mtb FBA inh: 0; Rv3671c protease: -4; Mtb UGM inh: 1.9; SARS 3CLpro inh: -1; Vc quorum ag: 1.9; MazF activator: 8; Mtb BioA inh: -0.5; PriA SSB inh: -7; GDH-TPI inh: 4

Results for Cc1ccc(CS(=O)(=O)CCC(=O)NCc2cccs2)cc1 ?
VHR inh abs: 11; Mtb FBA inh: 0; Rv3671c protease: 7; Mtb UGM inh: 0.2; SARS 3CLpro inh: 0; Vc quorum ag: inactive; MazF activator: -13; PriA SSB inh: -6; GDH-TPI inh: 13

What do the screens show for `OC1CCC(Nc2ccn3nc(-c4cccc(OCc5ccccc5)c4)cc3n2)CC1` (configuration not stated)?
Mtb FBA inh: 29*; Vc quorum ag: inactive; Mtb BioA inh: -0.7; GDH-TPI inh: 8
